From PubChem
RXFP1 ag: activates the human relaxin receptor RXFP1. Potency, µM (doses to about 57.5 µM), for inactives: at the highest dose activation, most hits filed as activators. HEK293T-RXFP1 cAMP TR-FRET, 30 min; response scale: percent of porcine relaxin response, buffer zero. 370,000 tested, 0.3% active. Q9HBX9; further: potency means the concentration at half of the fitted maximal effect; on the % scale 0 is the no-effect control and ±100 the full control effect; nearly all actives have a fitted effect of over 60% in size; many of its hits are not listed in these tables
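HEK293T cells stably expressing RXFP1 were pretreated with the PDE4 inhibitor Ro 20174, exposed to compounds for 30 min at 37C, lysed, and cAMP was read by TR-FRET. Data normalized to buffer (basal) and 29 nM porcine relaxin (100%).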
D2 PAM: positively modulates the human D2 dopamine receptor allosterically; P14416; HEK293 T-REx D2, calcium flux, EC20 dopamine potentiation; potentiation, % at 10 µM; 340,000 tested, 0.34% active;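 active means potentiation over 3 SD above the plate norm, cut at about 30% in these data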; further: 0% is about no effect
Target sequence (P14416 whole entry, looked up): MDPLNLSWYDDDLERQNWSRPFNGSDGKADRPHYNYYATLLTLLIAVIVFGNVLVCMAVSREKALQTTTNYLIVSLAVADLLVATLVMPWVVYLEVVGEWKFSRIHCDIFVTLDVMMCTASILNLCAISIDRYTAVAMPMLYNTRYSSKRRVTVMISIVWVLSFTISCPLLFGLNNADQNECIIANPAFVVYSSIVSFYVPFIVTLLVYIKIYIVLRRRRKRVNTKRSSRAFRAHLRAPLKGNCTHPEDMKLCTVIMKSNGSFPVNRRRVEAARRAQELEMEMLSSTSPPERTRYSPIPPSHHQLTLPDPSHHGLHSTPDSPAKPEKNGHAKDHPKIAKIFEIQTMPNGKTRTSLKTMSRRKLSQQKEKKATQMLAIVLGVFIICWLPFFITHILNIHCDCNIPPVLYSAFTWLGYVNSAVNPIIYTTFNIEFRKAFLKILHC
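Cells plated with tetracycline inducer and held overnight at 30 C; calcium dye loaded 30–90 min at room temperature; baseline taken, compound added and read 180 s; EC20 dopamine then added and read 180 s.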
Apoferritin bind: candidate novel general anesthetic via apoferritin binding; apoferritin/1-aminoanthracene competitive binding, fluorescence; AID 485281; P02791; 350,000 tested, 0.074% active; Potency, µM (titrated, usually from 77.5 µM), for the others: at the top dose activity change, negative = displacement, most hits filed as inhibitors; further: potency means the concentration at half of the fitted maximal effect; on the % scale 0 is the no-effect control and ±100 the full control effect; nearly all actives have a fitted effect of over 20% in size
Target sequence (P02791 2-175 limits assumed): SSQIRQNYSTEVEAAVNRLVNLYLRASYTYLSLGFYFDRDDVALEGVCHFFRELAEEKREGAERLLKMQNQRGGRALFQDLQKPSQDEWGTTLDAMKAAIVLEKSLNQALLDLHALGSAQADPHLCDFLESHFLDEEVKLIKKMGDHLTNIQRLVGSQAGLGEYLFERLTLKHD
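Steps: apoferritin (10 uM) was premixed with half-saturated 1-AMA in PBS, compounds were pin-transferred, plates stood 10 min at room temperature, fluorescence was read at 380/535 nm, and curves were fitted with a Hill equation.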
TRHR agonist: TRH receptor (human) agonism; TRHR cells, calcium flux fluo-8, FDSS agonist mode; AID 493084; activation, % at 2 µM; 360,000 tested, 0.18% active; in the data active means activation above about 30%; further: 0% is about no effect
Target sequence (P34981 whole entry, looked up): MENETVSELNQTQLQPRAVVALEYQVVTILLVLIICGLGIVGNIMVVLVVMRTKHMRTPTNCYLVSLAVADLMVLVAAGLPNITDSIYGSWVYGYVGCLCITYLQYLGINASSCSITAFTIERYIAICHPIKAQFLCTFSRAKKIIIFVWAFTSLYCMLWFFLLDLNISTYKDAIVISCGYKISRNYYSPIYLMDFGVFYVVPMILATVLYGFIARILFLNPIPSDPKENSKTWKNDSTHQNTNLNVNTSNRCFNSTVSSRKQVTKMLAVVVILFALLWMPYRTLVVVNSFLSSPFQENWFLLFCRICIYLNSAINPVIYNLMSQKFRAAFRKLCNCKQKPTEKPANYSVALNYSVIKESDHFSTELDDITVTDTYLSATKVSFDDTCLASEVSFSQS
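TRHR-expressing cells, plated overnight in medium with 10% serum, were loaded with fluo-8 calcium dye at room temperature. After a 10 s baseline, library compound was pin-added and calcium release was recorded kinetically (ex 480/em 530) as agonist response.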
D1 antagonist: blocks dopamine activation of the human D1 receptor; P21728; 360,000 tested, 3.2% active; AID 504652; activity change, negative = inhibition, % at 10 µM; HEK293 TREx D1 cells, calcium flux, dopamine EC80; hits give low values; in the data active means activity change below about -30%; further: on the % scale 0 is the no-effect control and ±100 the full control effect
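Antagonism measured as reduced calcium response to an EC80 dopamine addition following 180 s compound pre-read; cells were inducible HEK293 Trex D1 plated overnight at 30 C, read kinetically at 1 cycle/sec.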
RXFP1 antag: antagonists of human relaxin receptor RXFP1; Q9HBX9; HEK293-RXFP1, relaxin-stimulated cAMP HTRF, 30 min; hits give low values; activity change, negative = inhibition, % at 57.5 µM; 350,000 tested, 0.59% active;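 active means activity change of -60% or lower, but not beyond a set lower limit; inconclusive means change between -60% and -40%, or beyond the set limit; inactive means change above -40%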; further: on the % scale 0 is the no-effect control and ±100 the full control effect
D1 ag: human D1 receptor agonism. P21728. HEK293 T-REx D1 cells, calcium flux, agonist mode. activation, % at 2 µM. 360,000 tested, 1% active; in the data active means activation above about 30%; further: 0% is about no effect
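Agonism was scored from calcium flux recorded over 180 s (1 read/s) after pintool compound addition, following a 10-cycle baseline. Cells were inducible force-coupled HEK293 TREx D1, plated overnight at 30 C and loaded with no-wash calcium dye.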
TRHR PAM: allosterically enhances the human TRH receptor | P34981 | TRHR cells, fluo-8 calcium fluorescence, EC20 TRH enhancement | enhancement, % at 2 µM | 360,000 tested, 0.66% active; in the data active means enhancement above about 30%; further: 0% is about no effect
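Enhancer read-out: after compound pinning and an initial kinetic agonist-mode read, an EC20 of TRH (10 nM final) was injected and fluo-8 calcium signal (Ex 480/Em 530) followed at 1 s/cycle for 100 cycles in TRHR-expressing cells.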
D1 PAM: enhances dopamine response at the human D1 receptor; P21728; HEK293 TREx D1 cells, calcium flux, dopamine EC20 potentiation; potentiation, % at 10 µM; 360,000 tested, 0.036% active; in the data active means potentiation above about 30%; further: 0% is about no effect
* hit, by the source's call; ? = inconclusive; . = no result given; & = joins results of further samples; ! = a repeat was not active; [ ] = another dose, or the depositor's remark. Unless noted, the call rests on the fitted dose curve; in most records, active means well fitted curve in the direction sought with a large enough effect; inconclusive means small, poorly fitted or top-dose-only effect, or another doubt; inactive means no such curve, though single readings can be large; an effect the other way counts as inactive or inconclusive. A portion of the library; the hit share may differ from the screen's.

SMILES | RXFP1 ag | D2 PAM | Apoferritin bind | TRHR agonist | D1 antagonist | RXFP1 antag | D1 ag | TRHR PAM | D1 PAM
C/C(CC(=O)Nc1ccccn1)=N\NC(=O)c1cccc(C)c1 | 1.1% | 3 | -10% | -1.5 | -17 | 6 | 1 | 21 | 0
O=c1[nH]c(/C=C/c2ccc(Cl)cc2Cl)c([N+](=O)[O-])c(=O)[nH]1 | 1.7% | -3 | -4% | -0.2 | 10 | -13 | 8 | -8 | 3
COc1ccc(S(=O)(=O)NCC2CCC(C(=O)O)CC2)cc1 (centres undefined) | 3.9% | 11 | -1% | 0.6 | 6 | 5 | 1 | -1 | -1
COc1ccc(CCN(C)c2ccc(S(=O)(=O)N3CCCC3)cn2)cc1OC | 1.2% | -3 | -11% | -0.3 | -2 | 2 | 5 | -1 | 12
O=C(COc1ccc(S(=O)(=O)N2CCCCC2)cc1)NCc1ccccn1 | 0.6% | -19 | -5% | 0.6 | -20 | -10 | 3 | 37* | -3
COc1ccc2[nH]c(C(=O)O)c(NS(=O)(=O)c3ccc(C)cc3C)c2c1 | 1.1% | 10 | -8% | -0.1 | 8 | -28 | 2 | 3 | 4
O=C(NCCc1nc2ccccc2[nH]1)C1CCC(=O)N(CCc2cccc(F)c2)C1 (centres undefined) | -0.2% | 10 | -3% | 0.5 | 12 | -3 | 3 | 3 | -2
OCCNc1ncnc2c1sc1nc(N3CCOCC3)c3c(c12)CCC3 | -0.3% | 3 | 0% | -0.3 | -22 | -9 | 1 | -4 | -1
O=C(COc1ncnc2ccc(Br)cc12)Nc1ccc(N2CCOCC2)cc1 | 5.5% | -6 | ? | 0.1 | 24 | 0 | 1 | -4 | 0
CCN(CC)CCCN(Cc1cc2cc(OC)ccc2[nH]c1=O)C(=O)Nc1ccc(F)cc1 | -1.0% | 15 | -19% | -0.5 | 13 | -5 | 4 | 0 | -5
COC(=O)CN(c1cc([N+](=O)[O-])ccc1OC)S(C)(=O)=O | -0.3% | 10 | 2% | -1.1 | 11 | -5 | 5 | -1 | -5
CC(=O)O[C@@H]1[C@H]2[C@@H](C[C@@H](C)[C@@H]3C=CC(=O)[C@@]13C)OC(=O)[C@@H]2C | -3.0% | -3 | 4% | 0.3 | 10 | . | 3 | -2 | 5
CC1CCCC(NC(=O)c2cc(S(=O)(=O)N3CCCCC3)ccc2Cl)C1C (centres undefined) | 0.4% | -9 | . | 0.2 | 8 | -8 | 3 | -5 | -8
O=C(Nc1ccc(C(F)(F)F)cc1)N1CCN(C(=O)c2ccco2)CC1 | 4.0% | 5 | -5% | -0.9 | -17 | 16 | 2 | -5 | 3
Cc1ccc(-n2nc(C(=O)NCc3ccc(F)cc3Cl)c3c4ccccc4n(C)c3c2=O)cc1 | 1.7% | 21 | -6% | -1.0 | 8 | 1 | 1 | 11 | 2
COC(=O)c1ccc(NC(=O)Nc2ccc([N+](=O)[O-])cc2)cc1 | -0.2% | 3 | 1% | 1.7 | -43* | -7 | 36* | -1 | -7
O=C(Nc1ccc(F)cc1)c1cccc(N2C(=O)C3C4C=CC(C4)C3C2=O)c1 (centres undefined) | 0.0% | 0 | ? | 0.3 | 2 | -9 | 9 | 7 | -5
Fc1ccccc1-n1[nH]nnc1=S | -2.6% | . | -12% | -0.2 | -6 | -12 | 4 | -11 | -4
COC(=O)c1c(C)oc2ccc(N(C(=O)Oc3ccccc3)S(=O)(=O)c3ccc(C(C)(C)C)cc3)cc12 | 1.5% | -4 | 5% | -0.6 | -7 | -3 | 1 | -7 | 1
CCCc1cc(=O)[nH]c(SCC(=O)c2ccc(S(=O)(=O)N3CCCC3)cc2)n1 | 0.5% | 2 | -16% | -0.8 | -24 | 2 | 2 | -3 | -3
CCOc1ccc(C2=NC(c3ccncc3)=Nc3ccc(C)cc3N2)cc1OCC | 3.1% | 12 | ? | -1.2 | 5 | -3 | 1 | 1 | 9
O=C(Cn1c(SCC(=O)NC2CCCC2)nnc1-c1ccncc1)Nc1ccc2c(c1)OCO2 | 2.1% | -9 | ? | 0.1 | -2 | -16 | 2 | 6 | -2
N#CCOC(=O)c1cc(S(=O)(=O)N2CCCCC2)ccc1N1CCOCC1 | 1.1% | -3 | . | -0.1 | 9 | 0 | 0 | 0 | -6
O=C(CNC(=O)c1ccc(Cl)cc1)c1ccc(Cl)cc1 | 1.3% | 8 | -8% | -0.5 | -10 | -18 | 1 | -1 | -2
CC1CCCN(c2ccc(C(=O)Nc3ccc4c(c3)OCO4)cc2[N+](=O)[O-])C1 (centres undefined) | 0.2% | 3 | ? | 0.2 | -14 | -12 | 2 | -1 | -1
COC(=O)c1ccc(Cn2c(SCC(=O)Nc3ccc(F)cc3)nc3ccccc32)cc1 | -0.2% | -2 | -9% | 1.1 | 2 | 8 | 4 | -2 | 0
COc1cccc(-n2c(=O)[nH]cc(C(=O)Nc3ccc4c(c3)OCCO4)c2=O)c1 | 0.1% | -17 | 0% | 0.2 | 5 | . | 0 | -3 | 1
O=C(CSc1ccc(-c2ccco2)nn1)NC1CCCCC1 | 6.0% | -2 | -16% | -0.4 | -6 | -7 | -2 | 8 | 2
Cc1ccc(S(=O)(=O)Nc2ccccc2CNC2CCCCC2)cc1 | 0.0% | 2 | -12% | -0.5 | 6 | -18 | 4 | 11 | 3
Cn1c(N)c(C(=O)COC(=O)c2ccccc2C(=O)c2ccccc2)c(=O)n(C)c1=O | -1.5% | 14 | . | 1.0 | 8 | 5 | 3 | 9 | 2
Cc1cc(C)cc(OCC(=O)OCC(=O)Nc2c(C)n(C)n(-c3ccccc3)c2=O)c1 | -5.0% | 16 | 2% | -0.8 | 26 | -15 | 0 | -6 | -4
Cn1c(=O)c(C(=O)NCc2ccccc2)c(O)c2ccccc21 | 3.7% | 8 | -7% | 0.6 | -22 | 12 | 11 | 3 | -2
Cc1ccc(C(=O)CCc2ccc(N)cc2)cc1 | -0.3% | -4 | -11% | 1.3 | -2 | 6 | 1 | 1 | 3
Cc1ccc(NC(=O)C(C)Oc2ccccc2)cc1S(=O)(=O)N1CCCCCC1 (centres undefined) | 1.9% | 0 | . | 0.3 | -1 | 3 | 5 | -3 | -3
Cc1ccccc1CN1c2ccccc2-c2nc(SCC(=O)c3ccc(Cl)cc3)ncc2S1(=O)=O | -0.4% | 2 | 2% | 0.6 | -1 | -6 | 2 | -5 | 1
COc1cccc(CNC(=O)CCCn2nc(C)c3c(C)n(-c4ccc(C)cc4)nc3c2=O)c1OC | -0.2%&0.8% | 5&5 | -6%&-10% | -2.0&-0.9 | -54*! | -4&9 | 3&3 | 3&5 | -1&-3
CCOc1cccc(=O)c2c(C)n(-c3ccc(C(=O)O)cc3)c(C)c12 | -1.6% | 4 | -2% | 2.9 | 6 | 3 | 2 | -3 | -1
Cc1noc(C)c1CSCC(=O)Nc1cc(S(=O)(=O)N2CCOCC2)ccc1OC(C)C | 12% | 3 | . | -0.8 | 17 | -2 | 8 | -5 | -1
COc1cc(/C=C2\S/C(=N/S(=O)(=O)c3ccc(C)cc3)NC2=O)c([N+](=O)[O-])cc1OC | 4.3% | 2 | 60%[activator] | 0.0 | 3 | -5 | 1 | 2 | 1
COc1ccc(N(C(=O)Cc2cccs2)C(C(=O)NC2CCCC2)c2ccncc2)cc1 (centres undefined) | 0.1% | 15 | -1% | 0.2 | 1 | -1 | 1 | -7 | -5
CSc1cccc(CN2CCC(CCC(=O)NC3CC3)CC2)c1 | -1.8% | -8 | -12% | 0.3 | -49* | 13 | 3 | -1 | -4
Cc1cccc(CSc2nc(-c3cccs3)ccc2C#N)c1 | 6.7% | -2 | 7% | 3.5 | 4 | . | 13 | -7 | -2
Nc1nnc(CCCCCCCCCCc2nnc(N)s2)s1 | 2.6% | -6 | ? | 0.3 | 10 | -8 | 5 | -6 | -8
Cc1c(CCO)c(=O)n(-c2ccccc2)n1S(=O)(=O)c1ccc(F)cc1 | 2.3% | 10 | -15% | -0.3 | . | 4 | -1 | 8 | 3
Cc1cccc(CCNS(=O)(=O)c2ccc(S(=O)(=O)N3CCCCC3)cc2)c1 | -0.8% | -2 | -14% | 1.9 | -15 | -14 | 10 | -2 | -8
O=c1c2sc(-c3ccccc3)cc2nc2n1CCC2 | 0.2% | 8 | 3% | 0.2 | 5 | 1 | 2 | 3 | -1

Among those listed so far, these contain an aryl methoxy group:
SMILES | RXFP1 ag | D2 PAM | Apoferritin bind | TRHR agonist | D1 antagonist | RXFP1 antag | D1 ag | TRHR PAM | D1 PAM
COc1ccc(S(=O)(=O)NCC2CCC(C(=O)O)CC2)cc1 (centres undefined) | 3.9% | 11 | -1% | 0.6 | 6 | 5 | 1 | -1 | -1
COc1ccc(CCN(C)c2ccc(S(=O)(=O)N3CCCC3)cn2)cc1OC | 1.2% | -3 | -11% | -0.3 | -2 | 2 | 5 | -1 | 12
COc1ccc2[nH]c(C(=O)O)c(NS(=O)(=O)c3ccc(C)cc3C)c2c1 | 1.1% | 10 | -8% | -0.1 | 8 | -28 | 2 | 3 | 4
CCN(CC)CCCN(Cc1cc2cc(OC)ccc2[nH]c1=O)C(=O)Nc1ccc(F)cc1 | -1.0% | 15 | -19% | -0.5 | 13 | -5 | 4 | 0 | -5
COC(=O)CN(c1cc([N+](=O)[O-])ccc1OC)S(C)(=O)=O | -0.3% | 10 | 2% | -1.1 | 11 | -5 | 5 | -1 | -5
COc1cccc(-n2c(=O)[nH]cc(C(=O)Nc3ccc4c(c3)OCCO4)c2=O)c1 | 0.1% | -17 | 0% | 0.2 | 5 | . | 0 | -3 | 1
COc1cccc(CNC(=O)CCCn2nc(C)c3c(C)n(-c4ccc(C)cc4)nc3c2=O)c1OC | -0.2%&0.8% | 5&5 | -6%&-10% | -2.0&-0.9 | -54*! | -4&9 | 3&3 | 3&5 | -1&-3
COc1cc(/C=C2\S/C(=N/S(=O)(=O)c3ccc(C)cc3)NC2=O)c([N+](=O)[O-])cc1OC | 4.3% | 2 | 60%[activator] | 0.0 | 3 | -5 | 1 | 2 | 1
COc1ccc(N(C(=O)Cc2cccs2)C(C(=O)NC2CCCC2)c2ccncc2)cc1 (centres undefined) | 0.1% | 15 | -1% | 0.2 | 1 | -1 | 1 | -7 | -5
